KOR beta-arrestin-1 = KOR agonists, beta-arrestin recruitment, primary screen, cell-based, luminescence, uHTS (AID 1777); KOR beta-arrestin recruitment, luminescence; higher % means a stronger effect; 0.02% of 280,000 active; one-dose activation, % at 10 µM; EC50 in µM for titrated hits; in the data active = activation above about 50%, passing the limit was not always enough; note: a part of the inactive calls stands beside numbers as strong as those of hits
GPR55 LPI antagonism = GPR55 antagonists blocking LPI-driven arrestin recruitment, primary screen, imaging, U2OS, beta-arrestin-GFP, LPI agonist (AID 2013); U2OS GPR55 beta-arrestin-GFP translocation imaging, LPI antagonism; higher % means a stronger effect; inhibition, % at 10 µM, or IC50 in µM where a hit was titrated; 0.13% of 290,000 active;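 active = spots per cell inhibited over 60%, with over 100 cells counted and total cytoplasm intensity under 500,000; inconclusive = wells with under 100 cells, flagged as likely toxic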;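 note: U2OS cells stably carrying GPR55 and arrestin-GFP stimulated by 5 µM LPI near EC80; imaged beta-arrestin-GFP aggregate spots per cell after agonist stimulation; plate controls were LPI-stimulated DMSO wells for no effect and DMSO wells without LPI for full effect; some results filed as inactive read as strong as hits; confirmed hits need IC50 under 10 µM and bright autofluorescent wells are also inconclusive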
GPR35 arrestin U2OS = GPR35 antagonists blocking zaprinast-driven arrestin recruitment, primary screen, imaging, U2OS, beta-arrestin-GFP, zaprinast agonist (AID 2058); U2OS GPR35 beta-arrestin-GFP translocation imaging, zaprinast antagonism; higher % means a stronger effect; one-dose inhibition, % at 10 µM; IC50 in µM for titrated hits; 0.052% of 290,000 active;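 active = inhibition of at least 50% with at least 30 cells and total cytoplasm GFP at most 10,000,000; inconclusive = under 30 cells or total GFP of 10,000,000 plus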
KOR beta-arrestin-2 = KOR antagonists, beta-arrestin recruitment, cell-based, luminescence, uHTS (AID 1778); KOR beta-arrestin recruitment, luminescence, antagonist mode; higher % means a stronger effect; 0.091% of 290,000 active; inhibition, % at 10 µM; hits with a dose series show IC50 in µM; in the data active = inhibition above about 50%; note: strong numbers were not always called active
GPR55 activation = GPR55 agonists via beta-arrestin recruitment, primary screen, imaging, U2OS cells, beta-arrestin-GFP redistribution (AID 1961); U2OS GPR55 beta-arrestin-GFP redistribution imaging; higher % means a stronger effect; activation, % at 10 µM; hits with a dose series show EC50 in µM; 0.048% of 290,000 active;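 active = activation above 40% with more than 50 cells counted in the well; inconclusive = wells holding fewer than 50 cells, flagged as toxic or sparse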;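 note: U2OS osteosarcoma cells stably expressing GPR55 and beta-arrestin-GFP; plate controls were DMSO negative control for no effect and LPI positive control for full effect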
NOD1 NF-kB reporter = inhibition of NOD1-driven NF-kB reporter – cell-based, luminescence, uHTS, primary screen (AID 1578); one-dose inhibition, % at 4 µM; EC50 in µM for titrated hits; 1% of 290,000 active; NOD1-driven NF-kB luciferase reporter cells, luminescence; higher % means a stronger effect; in the data active = inhibition mostly above about 36%, no sharp cut-off; inactive = mostly below about 34%;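 note: HEK-293T reporter cells stimulated with the NOD1 agonist gamma-tri-DAP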
NS5 inhibitors = flavivirus cap methylation enzyme inhibition – biochemical, confirmation dose response, primary screen (AID 588689); Dengue-2 NS5 methyltransferase capping enzyme assay, biochemical; higher % means a stronger effect; one-dose inhibition, % at 25 µM; IC50 in µM for titrated hits; 0.3% of 340,000 active; in the data active = a potency from the dose series; inconclusive = inhibition above about 29% without an active follow-up result
HIV fusion peptide = inhibitors of HIV fusion peptide binding, primary screen, biochemical, uHTS, fluorescence dequenching (AID 1986); cell-free peptide binding, fluorescence dequenching, 30 min; higher % means a stronger effect; one-dose inhibition, % at 20 µM; IC50 in µM for titrated hits; 0.3% of 290,000 active; in the data active = inhibition mostly above about 52%, no sharp cut-off; inactive = mostly below about 76%; note: some results filed as inactive read as strong as hits
West Nile antiviral = West Nile virus antiviral activity, cell-based, CPE readout (AID 1621); one-dose CPE inhibition, % at 10 µM; IC50 in µM for titrated hits; 0.02% of 290,000 active; West Nile virus-infected cells, CPE inhibition; higher % means a stronger effect; in the data active = a potency from the dose series; inconclusive = CPE inhibition mostly from about 3.7% at the one dose, without a potency; inactive = the rest, 99 in 100 with CPE inhibition below about 2.2%; note: strong numbers were not always called active
NS5 inhibitors pilot replicate = second read-out of NS5 inhibitors, no call of its own (marks repeat the call); inhibition, %; measured here: pilot screen replicate inhibition
Numbers without * were called inactive; ? = inconclusive; / = no result given; [ ] = dose if it differs, or a comment.

SMILES	KOR beta-arrestin-1	GPR55 LPI antagonism	GPR35 arrestin U2OS	KOR beta-arrestin-2	GPR55 activation	NOD1 NF-kB reporter	NS5 inhibitors	HIV fusion peptide	West Nile antiviral	others
CCc1cccc(C)c1NS(=O)(=O)c1cccs1	-2.4%	6%	-10%	1%	-0.1%	/	1%	1.3%	-0.7%
O=C(/C=C/c1ccco1)NCc1ccc(F)cc1	9.3%	-14%	-10%	-44%	0.0%	6%	-12%	16%	-0.4%
Cc1cc(NC(=O)CSc2nc(C(C)C)nc3sc4c(c23)CCCC4)no1	-1.3%	0%	0%	16%	-0.3%	1%	-2%	3.4%	-0.1%
CC(C)C(NC(=O)c1ccco1)C(=O)OCc1cc([N+](=O)[O-])cc2c1OCOC2 (centres undefined)	-9.6%	2%	5%	11%[20 µM]	-0.1%	-29%	1%	0.1%	0.1%
Cc1nn(-c2ccccc2)nc1CNS(C)(=O)=O	2.2%	-1%	6%	-15%	0.0%	-6%	5%	2.0%	-0.2%
CC1CCN(c2c(NCC3CCC(C(=O)NCc4ccccc4Cl)CC3)c(=O)c2=O)CC1 (centres undefined)	-0.2%	-1%	3%	14%	1.0%	-20%	1%	1.1%	/
Cc1c(CNC(=O)C2CCC(=O)N(CCc3ccccc3)C2)cnn1C (centres undefined)	18%	-15%	-4%	-14%	-0.1%	-17%	-4%	-1.0%	0.1%
COc1ccc(N(CC(=O)NC2CCCC2)C(=O)CCC(=O)Nc2cc(C)on2)cc1OC	-5.4%	-10%	18%	-12%	0.2%	-8%	-1%	0.6%	0.0%
Cc1nn(C)cc1S(=O)(=O)NC1CCCC1	-1.9%	-2%	2%	-11%	-0.2%	-15%	-1%	0.4%	0.4%
O=c1c2c3nc4ccccc4nc3n(Cc3ccccc3)c2ncn1Cc1ccco1	1.8%	0%	4%	-2%	0.0%	39%	26%	23%	0.2%
Cc1ccc(C)[n+](CC(=O)c2ccc(-c3ccccc3)cc2)c1	/	2%	9%	-74%[20 µM]	-0.1%	-27%	-4%	-0.4%	?
N#Cc1ccccc1NC(=O)CN1C(=O)NC2(CCCC2)C1=O	-2.9%	1%	-5%	-10%	0.7%	-16%	-3%	-1.4%	-0.1%
Cc1ccc2c(c1)N(CC(=O)NCCCN1CCCCC1)C(=O)c1cccnc1O2	-1.1%	-7%	10%	-1%[20 µM]	-0.3%	-27%	-7%	0.1%	0.6%
O=C(COC(=O)CC(c1ccccc1)c1ccccc1)NCc1ccccc1	1.4%	4%	6%	-12%	-0.2%	-8%	-1%	-0.5%	-0.1%
O=S(=O)(c1ccccc1)N1CCC(O)(CN2CCN(c3ccccc3)CC2)CC1	1.2%	18%	5%	-5%	-0.1%	-13%	-7%	0.3%	0.1%
COc1ccc(CCNC(=O)CN2CCN(S(=O)(=O)c3ccc(Cl)cc3)CC2)cc1OC	2.6%	1%	3%	-29%	0.2%	-6%	-2%	-1.6%	-0.7%
C[C@]12C=CC(=O)C=C1CC[C@@H]1[C@@H]2C(=O)C[C@@]2(C)[C@H]1CC[C@]2(O)C(=O)COC(=O)CCC(=O)O	-3.1%	4%	20%	22%	-0.1%	-2%	-5%	-2.5%	0.6%
CCOC(=O)CSc1nnc(NC(=O)CCc2ccccc2)s1	-1.2%	6%	2%	-22%	-0.2%	-21%	-5%	0.9%	1.1%
Cc1cc(C(=O)N2CCCC(N3CCN(c4cccc(Cl)c4)CC3)C2)n(C)n1 (centres undefined)	3.9%	-18%	12%	-9%	-0.1%	-2%	-11%	0.2%	-0.8%
CC(Oc1ccc2c3c(c(=O)oc2c1)CCC3)C(=O)NCC1CCC(C(=O)O)CC1 (centres undefined)	1.6%	-5%	2%	-56%[20 µM]	-0.1%	-53%	-15%	-1.2%	0.3%
O=C(c1ccccc1)N1CCN(C2c3cccc4cccc(c34)C2NS(=O)(=O)c2ccccc2)CC1 (centres undefined)	1.7%	9%	14%	-8%	0.0%	4%	0%	-0.6%	0.0%	NS5 inhibitors pilot replicate=-0.3
O=C(Nc1nc2ccc([N+](=O)[O-])cc2s1)c1c(F)cccc1F	-6.5%	0%	-6%	-28%[20 µM]	-0.1%	-27%	1%	-1.6%	0.5%
COCCCNC(=O)c1cc2c(s1)CS(=O)(=O)C2	2.1%	9%	19%	9%	-0.2%	13%	0%	-4.8%	-0.5%
CCOC(=O)c1[nH]c2c(c1-c1ccccc1)C(=O)CC(c1ccccc1)C2 (centres undefined)	6.4%	16%	11%	-3%	0.7%	-12%	1%	1.0%	/
CN1CCN(C(=O)/C(=C/c2cccs2)NC(=O)c2ccco2)CC1	-3.9%	12%	11%	-6%[20 µM]	-0.1%	-20%	-12%	-0.4%	-0.3%
COCCCNC(=O)c1oc2ccc(S(=O)(=O)N(C)C3CCCCC3)cc2c1C	3.3%	18%	6%	-19%	0.3%	1%	4%	0.4%	-0.2%
CC(=O)Nc1ccc(S(=O)(=O)n2cnc(C)c2)cc1	3.1%	0%	-7%	5%	0.2%	-12%	-5%	-0.9%	0.6%
CCn1c(CSc2nc3ccccc3s2)nnc1SCC(N)=O	0.7%	8%	4%	4%	-0.3%	/	-6%	-1.7%	0.1%
CCOC(=O)CSc1nc(C)cc(C)c1C(N)=O	-2.1%	13%	8%	-13%	0.6%	-20%	0%	1.6%	0.2%
CC1CCN(c2c(NCC3CCC(C(=O)NCCc4ccc(Cl)cc4)CC3)c(=O)c2=O)CC1 (centres undefined)	/	2%	-6%	9%	0.0%	2%	-7%	-1.1%	1.3%
CCOc1ccc(OCC(O)CNC2CCN(Cc3ccccc3)CC2)cc1 (centres undefined)	-4.4%	4%	23%	-14%	-0.2%	-35%	-8%	2.0%	-1.2%
CCN1C(=O)C(CC(=O)NC2CCCCC2)N(CC)C1=O (centres undefined)	-1.9%	0%	1%	13%	0.3%	-30%	1%	-0.1%	0.0%
Cc1c(Cl)c([N+](=O)[O-])nn1CC(=O)NCC(C)C	/	-1%	-7%	-21%[20 µM]	0.2%	-37%	0%	1.1%	-0.4%
Clc1cccc(-c2ccnc3nc(-n4cccc4)nn23)c1	-3.7%	-5%	-1%	9%	-0.2%	12%	-5%	-2.9%	1.2%
CCOC(=O)c1cccc(NC(=O)CCc2c(C)nc3ncnn3c2C)c1	2.0%	9%	4%	-18%	0.0%	-6%	-1%	-0.1%	0.1%	NS5 inhibitors pilot replicate=2.4
O=C(Nc1cc(NC(=O)c2ccccc2F)ccc1Cl)c1ccccc1	-1.7%	4%	3%	25%	-0.1%	0%	4%	-2.0%	-1.9%
Cc1nc(C)n(C(C)CNS(=O)(=O)c2ccc(Cl)cc2)n1 (centres undefined)	-1.9%	6%	15%	6%	-0.4%	-15%	1%	1.2%	0.4%
O=C(OC(C(=O)O)C(OC(=O)c1ccccc1)C(=O)NCc1ccccc1)c1ccccc1 (centres undefined)	0.4%	0%	-3%	-4%	-0.1%	0%	-1%	3.3%	0.4%
COc1ccc(CCNC(=O)c2ccc(N(C)S(=O)(=O)c3ccccc3)cc2)cc1	-1.8%	-2%	-6%	-14%	-0.1%	4%	-7%	1.2%	-0.2%
Cc1ccc(C)c(S(=O)(=O)N2CCC3(CC2)OCCO3)c1	3.4%	10%	3%	11%	-0.1%	-13%	-3%	-1.8%	-0.3%
CCN(C(=O)CN1C(=O)S/C(=C\c2cccc(Cl)c2)C1=O)C1CCS(=O)(=O)C1 (centres undefined)	-1.7%	13%	-9%	-5%	-0.1%	-20%	-8%	-0.7%	-0.4%
Cc1ccc2c(c1)C1CC(C)(O2)N(c2cccc(C(=O)N3CCN(c4ccccn4)CC3)c2)C(=O)N1 (centres undefined)	-4.4%	0%	-8%	-20%	0.0%	-3%	5%	-0.2%	0.4%
O=C(Nc1ccccc1Cl)c1ccccc1Cl	7.4%	-2%	10%	-24%	0.3%	23%	-1%	-2.7%	-0.5%
CCOC(=O)c1ccc(NS(=O)(=O)c2cn(C)cn2)cc1	5.8%	-14%	0%	-47%	0.2%	7%	-10%	0.4%	0.1%
COCCn1c(CN2CCN(c3ccc(F)cc3)CC2)nc2c1c(=O)n(C)c(=O)n2C	-4.4%	11%	-9%	-17%	-0.1%	4%	/	1.7%	-0.5%
COc1ccc(N2C(=O)[C@@H]3[C@H](C2=O)[C@H]2c4ccccc4C=CN2[C@@H]3C(C)=O)cc1	0.8%	7%	10%	-6%	-0.2%	-9%	17%	12%	-0.2%
CCCN(CCC)S(=O)(=O)c1ccc(C(=O)Nc2cccnc2)cc1	-2.4%	6%	-2%	23%	-0.1%	-5%	1%	-1.0%	-1.4%
O=C(CSc1nnc(NC(=O)C2CCC2)s1)Nc1ccccc1	2.6%	-6%	-2%	-19%	-0.1%	6%	-7%	0.8%	0.5%
CCc1cccc(CC)c1NC(=O)COC(=O)CC1c2ccccc2CCN1S(=O)(=O)c1ccc(F)cc1 (centres undefined)	5.7%	9%	-17%	35%	-0.2%	-29%	-4%	-1.4%	-1.3%
CCC(=O)n1nc(-c2ccccc2)nc1NCc1ccccc1	-0.3%	-5%	11%	-11%	-0.1%	-21%	-1%	2.9%	-1.1%
CC(C)(C)NC(=O)C1CCCN(S(=O)(=O)c2ccc(-n3cnnn3)cc2)C1 (centres undefined)	2.4%	0%	0%	15%	-0.3%	-34%	-14%	1.2%	-0.1%
O=C(OCc1nc2ccccc2s1)c1ccco1	-2.2%	7%	-12%	10%	-0.3%	-37%	-4%	3.2%	0.2%
Oc1ccc(Nc2nc(-c3ccc4ccccc4c3)cs2)cc1	5.0%	-2%	-1%	-52%	-0.1%	35%	-2%	-1.5%	3.3%
O=C(Cc1ccccc1)NC(=S)Nc1cc(C(F)(F)F)ccc1Cl	3.9%	/	-10%	-2%	-0.1%	-32%	-4%	5.0%	0.0%
COc1ccc(Nc2ccc(N3C(=O)CC(C)C3=O)cc2[N+](=O)[O-])cn1 (centres undefined)	3.2%	-1%	0%	-7%	-0.4%	-32%	8%	9.3%	0.3%

3 compounds out of the list, arranged by SMILES length, ascending.
SMILES	KOR beta-arrestin-1	GPR55 LPI antagonism	GPR35 arrestin U2OS	KOR beta-arrestin-2	GPR55 activation	NOD1 NF-kB reporter	NS5 inhibitors	HIV fusion peptide	West Nile antiviral	others
O=C(OCc1nc2ccccc2s1)c1ccco1	-2.2%	7%	-12%	10%	-0.3%	-37%	-4%	3.2%	0.2%
COc1ccc(Nc2ccc(N3C(=O)CC(C)C3=O)cc2[N+](=O)[O-])cn1 (centres undefined)	3.2%	-1%	0%	-7%	-0.4%	-32%	8%	9.3%	0.3%
CCc1cccc(CC)c1NC(=O)COC(=O)CC1c2ccccc2CCN1S(=O)(=O)c1ccc(F)cc1 (centres undefined)	5.7%	9%	-17%	35%	-0.2%	-29%	-4%	-1.4%	-1.3%

Screening data: PubChem, several laboratories

These rows are one share of the data; rates above refer to the full screens.
